# DNA FID counter = displaces DNA intercalator in HCV helicase counter-screen. DNA fluorescent intercalator displacement, fluorescence. inhibition, % at 7.9 µM. 290,000 compounds, 0.17% hits; in the data active = inhibition above about 37%;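 also: 0% = vehicle and 100% = reference compound; higher means more ethidium bromide displaced from hairpin DNA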
# UBC9 SUMO inh = inhibitors of human SUMOylation (UBC9). P63279. HTRF SUMOylation assay, SAE1/SAE2 + UBC9, in vitro. inhibition, % at 35 µM. 290,000 compounds, 0.36% hits; in the data active = inhibition above about 50%, passing the limit was not always enough; also: strong numbers were not always called active
# MEKK2 mut-MEK5 = signal of MEK5 binding to mutant human MEKK2 PB1 domain; percent response, % at 10 µM; 290,000 compounds, 0.35% hits; AID 1530; bead flow cytometry, Alexa488-MEK5 binding to MEKK2 mutant; in the data active = percent response above about 24%, passing the limit was not always enough; also: inactives centre near 1; some results filed as inactive read as strong as hits
# MEKK3 PB1 HTS = modulators (inhibitors or enhancers) of MEK5 binding to human MEKK3 PB1 domain | Q99759 | binding response (% of control), % at 10 µM | 290,000 compounds, 1.4% hits | bead-based flow cytometry, Alexa488-MEK5 binding to MEKK3; actives lie on both sides; 0 = blocked by unlabeled MEK5, 100 = vehicle;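 active = binding response more than 3 SD above or below the average of its plate-row segment, actives on both sides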;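 also: Alexa488 bead fluorescence after subtracting the streptavidin-only scavenger bead signal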
# Target sequence (Q99759 whole entry, looked up, the tested form may be a part): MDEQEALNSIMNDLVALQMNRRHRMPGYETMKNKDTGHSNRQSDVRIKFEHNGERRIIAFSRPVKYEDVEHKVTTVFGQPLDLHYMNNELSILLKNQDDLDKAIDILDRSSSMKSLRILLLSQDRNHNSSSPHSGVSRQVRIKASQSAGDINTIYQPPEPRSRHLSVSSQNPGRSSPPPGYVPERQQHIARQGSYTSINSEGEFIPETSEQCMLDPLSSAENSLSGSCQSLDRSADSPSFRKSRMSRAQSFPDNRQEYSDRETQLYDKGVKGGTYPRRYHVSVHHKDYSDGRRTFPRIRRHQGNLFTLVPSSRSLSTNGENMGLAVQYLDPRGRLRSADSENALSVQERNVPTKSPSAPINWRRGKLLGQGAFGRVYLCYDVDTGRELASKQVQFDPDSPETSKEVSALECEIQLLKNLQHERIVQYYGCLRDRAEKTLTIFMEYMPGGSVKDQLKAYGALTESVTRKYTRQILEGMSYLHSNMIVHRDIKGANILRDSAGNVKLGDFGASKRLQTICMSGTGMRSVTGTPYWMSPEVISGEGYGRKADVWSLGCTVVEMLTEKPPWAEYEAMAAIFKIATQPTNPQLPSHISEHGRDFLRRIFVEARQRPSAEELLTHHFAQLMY
# CRFR2-BP antag = CRF-BP/CRF-R2 complex antagonism; HEK293 CRF-R2/CRF-BP, CRF-induced calcium fluorescence; inhibition, % at 11.8 µM; 350,000 compounds, 0.59% hits; AID 588475;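 active = inhibition of the ligand-induced calcium signal above about 50% at the single tested concentration, limit read from the data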
# GalR3 antag = antagonists of human GalR3 | HEK293 GalR3-CNG cAMP membrane potential fluorescence; galR3 body fused to GalR1 C-terminus | 360,000 compounds, 0.44% hits | AID 651719 | O60755 | inhibition, % at 3 µM;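 active = inhibition above the screen-wide average plus 3 SD, cut at about 13% in these data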;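 also: forskolin and galanin both at EC90 stimulate the cells; cAMP rise reported by CNG channel membrane potential dye signal; 0% = forskolin plus galanin with DMSO and 100% = forskolin alone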
# Target sequence (O60755 1-299 limits assumed): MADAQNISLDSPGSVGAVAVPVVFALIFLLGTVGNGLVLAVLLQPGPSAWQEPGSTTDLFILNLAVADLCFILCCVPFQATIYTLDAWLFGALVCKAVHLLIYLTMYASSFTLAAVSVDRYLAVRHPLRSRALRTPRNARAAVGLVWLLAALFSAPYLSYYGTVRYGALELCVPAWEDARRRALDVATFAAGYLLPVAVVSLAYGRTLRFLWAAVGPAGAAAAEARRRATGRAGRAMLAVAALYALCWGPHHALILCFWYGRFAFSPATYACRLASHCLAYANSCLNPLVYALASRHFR
# MEKK2 WT-MEK5 = raises or lowers MEK5 binding to wildtype human MEKK2 PB1 domain | Q9Y2U5 | bead flow cytometry, Alexa488-MEK5 binding to MEKK2 WT; actives lie on both sides | binding response (% of control), % at 10 µM | 290,000 compounds, 1.1% hits | AID 1531; in the data active = binding response below about 67% or above about 130%
# CRFR2-BP ag = agonists of human CRF-binding protein/CRF-R2 receptor complex; HEK293 CRF-R2/CRF-BP, calcium dye fluorescence (FLIPR); percent of saturating CRF peptide response; activation, % at 13.2 µM; 350,000 compounds, 0.46% hits; AID 588473;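 active = activation of at least 50%, plus an integration ratio under a set limit after plate pattern correction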;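 also: plate controls were neutral control wells without compound for no effect and CRF at EC100 for full effect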
# HCV NS3 hel inh = inhibitors of Hepatitis C virus NS3 helicase; 290,000 compounds, 0.56% hits; inhibition, % at 10.9 µM; NS3 helicase DNA unwinding, Cy5 molecular beacon fluorescence;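 active = inhibition above the mean of all tested compounds plus 3 SD, set per campaign, cut at about 35% in these data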;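 also: 0% = DMSO wells and 100% = thioflavine S control wells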
#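 Material: hepatitis C virus NS3 helicase domain fragment enzyme; measured by: Cy5 fluorescence, 0 and 60 min reads; control set: DMSO and thioflavine S; incubation: 60 min unwinding reaction at 25 °C after ATP addition; read-out basis: % inhibition from 60/0 min fluorescence ratio, DMSO 0%, thioflavine S 100%; repeats: singlicate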
# * marks the source's active call; other numbers are inactive results; / = not tested or not shown. Not all compounds are listed, so the mix of outcomes need not match the whole.
SMILES,DNA FID counter,UBC9 SUMO inh,MEKK2 mut-MEK5,MEKK3 PB1 HTS,CRFR2-BP antag,GalR3 antag,MEKK2 WT-MEK5,CRFR2-BP ag,HCV NS3 hel inh
COc1ccc(O)c(C2=Nc3ccccc3N=C(c3ccccc3)C2)c1,-5,22,-2,93,0,-7,91,-1.5,-20
CSc1nnc2c(n1)OC=Nc1ccccc1-2,4,-22,2,100,6,4,102,-3.4,-5
CCOC(=O)c1sc(N2C(=O)C(O)=C(C(=O)c3ccco3)C2c2cccc(Cl)c2)nc1C (centres undefined),-42,-1,-5,97,/,2,95,/,2
O=C(Oc1ccc(Br)cc1)c1cccnc1,-5,7,7,101,7,-5,106,-1.4,11
O=C(CCCCCN1C(=O)[C@@H]2Cc3ccccc3CN2C1=O)N[C@@H](Cc1ccc(O)cc1)C(=O)O,-41,14,2,98,-7,-5,101,-0.2,2
CC(NC(=O)CCc1ccccc1)c1cc2c(cc1Cl)OCCO2 (centres undefined),-10,7,-4,92,-6,-5,93,1.5,-7
Nc1ccc2c(c1)Nc1ccccc1CC2,0,0,-6,109,-1,2,97,-0.3,-76
O=C1CCC([N+](=O)[O-])C(c2ccc(F)c(Br)c2)N1 (centres undefined),-3,15,5,101,5,-8,102,9.2,-4
COCC(C)NS(=O)(=O)c1ccc(C(=O)NCCCn2ccc3ccccc32)cc1 (centres undefined),-31,0,-2,99,6,10,101,-1.6,-6
CCNS(=O)(=O)c1ccc(CCC(N)=O)cc1,-2,-3,1,102,1,-3,103,-1.1,2
O=C(CN1C(=O)c2cccc3cccc1c23)NCc1ccc2c(c1)OCO2,-11,11,7,107,-5,0,107,-0.2,0
CCC(=O)N=c1sc2c(OC)ccc(OC)c2n1C,-1,/,9,113,-3,/,107,-1.7,1
CCN(CC(=O)NCc1ccco1)S(=O)(=O)c1ccc(F)cc1,-1,0,1,100,7,-10,97,-1.1,5
COc1ccc(OC2CCN(C(=O)Nc3ccc(C)cc3)CC2)cc1,-24,-6,0,100,2,-11,106,-1.1,2
Cc1cccc(NC(=O)C(c2cccc([N+](=O)[O-])c2)N2CCCCC2)c1 (centres undefined),13,10,-1,100,9,-8,97,0.3,-14
Cc1cccc(Cn2cnc3c(nnn3Cc3ccc(F)cc3)c2=O)c1,-21,-6,6,109,10,-7,108,-0.2,1
CCOC(=O)c1oc2cc(O)c(CC)cc2c(=O)c1-c1ccc2c(c1)OCCO2,-3,10,7,110,16,5,117,-0.5,17
CCc1nnc(NC(=O)c2ccc(-c3ccc(Cl)cc3)o2)s1,-4,40,1,104,16,0,102,0.2,11
COc1ccc(C2NS(=O)(=O)OCC2C)cc1 (centres undefined),-4,19,-2,100,2,/,102,-1.0,6
Cc1c(-c2nc(N)nc(Nc3ccc(F)cc3)n2)oc2ccccc12,-11,7,1,99,-5,-5,100,0.6,-53
CCC(=O)NC(=S)Nc1ccccc1C(=O)NC1CCCCC1,-4,-4,4,105,31,-5,109,-2.8,-5
O=c1[nH]c2cc3c(cc2cc1CN(CCCO)C(=S)NCc1ccco1)OCO3,0,8,-4,105,15,-3,103,2.9,5
O=C(Nc1ccc(O)cc1)c1ccc(NC(=O)c2cccs2)cc1,1,-14,-4,100,11,-9,99,1.4,-2
Nc1nnnn1/N=C/c1cccc(Oc2ccccc2)c1,1,6,-3,98,15,-3,99,0.5,0
Cc1cc(C)c(Cn2c3ccccc3c3cnn(CC(=O)NCCN4CCOCC4)c(=O)c32)c(C)c1,17,7,14,107,-5,2,118,-1.0,-78
CCC(C)(C)NC(=O)CN(C(=O)CCC(=O)Nc1cc(C)ccn1)c1ccc2c(c1)OCO2,-10,4,-1,96,-9,-1,97,1.4,-7
O=[N+]([O-])c1ccc(N2N=C(c3ccco3)CC2c2ccccc2)cc1 (centres undefined),-19,19,6,105,-122,1,88,51*,38*
O=C(O)C(Oc1ccc2c3c(c(=O)oc2c1)CCC3)c1ccccc1 (centres undefined),-34,7,0,97,7,-3,100,-0.4,12
COc1ccc(Cl)cc1NC(=O)C1CSC(c2ccncc2)=N1 (centres undefined),-10,4,16,110,14,/,99,0.3,6
COc1cc(S(=O)(=O)N2CCN(c3ccccc3F)CC2)c(OC)cc1Cl,-4,7,2,95,10,3,103,2.3,2
O=C(Nc1ncn[nH]1)c1cc(S(=O)(=O)Nc2ccc(Cl)cc2)ccc1Cl,-4,8,0,99,8,0,103,0.4,-5
CCN(CC)c1ccc(/C=N/NC(=O)CN2CCCc3ccccc32)cc1,-11,-11,-1,139*,0,-5,101,0.6,-1
Cc1cc(C(=O)CSc2nnc(-c3ccncc3)n2-c2ccccc2)c(C)n1C,-29,22,-1,99,21,-3,94,15,20
CCOC(=O)c1cc(CC)sc1NC(=O)CC1SC(N)=NC1=O (centres undefined),-25,11,1,105,-16,-9,106,-0.8,9
CCOC(=O)C1(Cc2cccc(OC)c2)CCCN(Cc2cnn(C)c2)C1 (centres undefined),-1,2,8,105,-7,1,110,-1.8,8
O=c1[nH]nc(SCc2ccccc2)c(=O)[nH]1,2,2,-1,101,-2,-9,101,-0.1,-3
Cc1nc2ccccc2n1CCC(=O)O,4,9,0,103,31,-3,99,0.2,0
Cc1cc(=O)[nH]c2ccc(Cl)cc12,0,0,4,101,16,-3,103,0.6,1
Cc1ccccc1Cn1nc(C)c(NC(=O)C(F)(F)F)c1C,-5,-3,-3,93,9,7,98,-0.9,-10
CNC(=S)N1CCC(n2cnc3ccccc32)CC1,1,14,-7,98,7,-6,94,1.1,2
CCOC(=O)C1CCN(CCC(=O)Nc2cccc(Cl)c2)CC1,3,-9,-1,100,-7,-4,103,-0.4,8
CCCOc1ccc(-c2c(C(=O)N/N=C(\C)c3ccco3)nnn2-c2nonc2N)cc1,-28,11,7,100,-22,-2,102,-0.6,2
CCOc1ccc2nc(SCC(=O)N(C)C)[nH]c2c1,-4,19,0,111,-9,-2,107,-1.4,2
CN(C)S(=O)(=O)N1CCC(Oc2cccc(C(=O)NC3CCCCC3)c2)CC1,-52,/,4,106,4,14*,108,-0.6,-8
O=C(NCCc1ccncc1)C12CC3CC(CC(C3)C1)C2,-4,11,1,103,7,-6,97,-1.1,-4
Cc1ccc(O)c(C(=O)c2cnc3c(c2)COc2ccccc2-3)c1,-8,-32,4,111,5,0,108,2.1,0
O=C(NCc1ccco1)C(c1ccco1)N(C(=O)Cn1nnc2ccccc21)c1ccc2c(c1)CCC2 (centres undefined),-41,/,-3,102,-8,-2,92,2.7,16
CCOC(=O)CN(C(=O)COc1nc(C)cc(C)c1C#N)c1cccc(Cl)c1,-33,-19,-15,74,11,-1,71,-0.8,7
CC(C)(C)c1ccc(C(=O)N2CCN(c3ncccn3)CC2)cc1,-38,10,10,107,4,-6,113,-0.5,-4
COc1ccc(-c2c(NC(=O)c3ccco3)n(-c3ccc(C)cc3)nc(C)c2=O)cc1,-14,3,-4,89,2,-4,83,-1.3,19
CCc1cc(=O)oc2cc(OCC(=O)N3CCC(C(N)=O)CC3)ccc12,-3,-16,-3,98,3,-5,95,-2.1,-14
CN(C(=O)/C=C/c1ccc([N+](=O)[O-])s1)c1ccccc1,-14,-10,0,99,-12,-9,92,-1.6,20
CCOC(=O)c1cccc(NC(=O)Cn2cc3c(n2)CCC(C)C3)c1 (centres undefined),-26,-9,6,102,-18,1,98,-2.1,3
COc1ccc(S(=O)(=O)N/N=C(/C)c2ccncc2)cc1OC,4,6,2,99,8,-2,101,-0.7,-1
Cc1cc(NC(=O)CC(C)C)c(=O)n(Cc2cccc(F)c2)c1,-25,2,-22,106,12,-10,98,-1.4,39*
CN(C(=O)c1cccc(OC2CCN(S(=O)(=O)N(C)C)CC2)c1)C1CCOC1 (centres undefined),-16,15,-5,98,4,0,96,0.8,-3
CC(C(=O)N(C)Cc1ccccc1)N1CCN(C/C=C/c2ccccc2)CC1 (centres undefined),-1,13,1,95,-34,-6,98,-0.2,-5
CC(C)(C)N1C(=O)c2ccc(C(=O)Nc3cc(C(=O)O)cc(C(=O)O)c3)cc2C1=O,-3,-8,3,108,2,-7,106,0.4,4
Cc1cc(C(=O)COC(=O)c2ccc[nH]c2=O)c(C)n1C1CC1,-5,0,-1,99,-28,1,96,-0.3,1
CC(C)Cn1cc(C(=O)N2CCC(C)CC2)c2c3ccccc3n(C)c2c1=O,-35,-2,3,105,50*,-4,106,-1.9,-2
O=C(Cc1ccccc1)NC(NCCc1ccccc1)C(Cl)(Cl)Cl (centres undefined),-7,19,6,109,4,-2,107,-0.7,-8

# Single records (already shown).
# CCCOc1ccc(-c2c(C(=O)N/N=C(\C)c3ccco3)nnn2-c2nonc2N)cc1 reads DNA FID counter = -28; UBC9 SUMO inh = 11; MEKK2 mut-MEK5 = 7; MEKK3 PB1 HTS = 100; CRFR2-BP antag = -22; GalR3 antag = -2; MEKK2 WT-MEK5 = 102; CRFR2-BP ag = -0.6; HCV NS3 hel inh = 2
# COc1ccc(S(=O)(=O)N/N=C(/C)c2ccncc2)cc1OC reads DNA FID counter = 4; UBC9 SUMO inh = 6; MEKK2 mut-MEK5 = 2; MEKK3 PB1 HTS = 99; CRFR2-BP antag = 8; GalR3 antag = -2; MEKK2 WT-MEK5 = 101; CRFR2-BP ag = -0.7; HCV NS3 hel inh = -1

# Filtered by structure: the compounds so far with a Cl atom (10)
SMILES,DNA FID counter,UBC9 SUMO inh,MEKK2 mut-MEK5,MEKK3 PB1 HTS,CRFR2-BP antag,GalR3 antag,MEKK2 WT-MEK5,CRFR2-BP ag,HCV NS3 hel inh
CCOC(=O)c1sc(N2C(=O)C(O)=C(C(=O)c3ccco3)C2c2cccc(Cl)c2)nc1C (centres undefined),-42,-1,-5,97,/,2,95,/,2
CC(NC(=O)CCc1ccccc1)c1cc2c(cc1Cl)OCCO2 (centres undefined),-10,7,-4,92,-6,-5,93,1.5,-7
CCc1nnc(NC(=O)c2ccc(-c3ccc(Cl)cc3)o2)s1,-4,40,1,104,16,0,102,0.2,11
COc1ccc(Cl)cc1NC(=O)C1CSC(c2ccncc2)=N1 (centres undefined),-10,4,16,110,14,/,99,0.3,6
COc1cc(S(=O)(=O)N2CCN(c3ccccc3F)CC2)c(OC)cc1Cl,-4,7,2,95,10,3,103,2.3,2
O=C(Nc1ncn[nH]1)c1cc(S(=O)(=O)Nc2ccc(Cl)cc2)ccc1Cl,-4,8,0,99,8,0,103,0.4,-5
Cc1cc(=O)[nH]c2ccc(Cl)cc12,0,0,4,101,16,-3,103,0.6,1
CCOC(=O)C1CCN(CCC(=O)Nc2cccc(Cl)c2)CC1,3,-9,-1,100,-7,-4,103,-0.4,8
CCOC(=O)CN(C(=O)COc1nc(C)cc(C)c1C#N)c1cccc(Cl)c1,-33,-19,-15,74,11,-1,71,-0.8,7
O=C(Cc1ccccc1)NC(NCCc1ccccc1)C(Cl)(Cl)Cl (centres undefined),-7,19,6,109,4,-2,107,-0.7,-8
